Compound activity: PubChem, several laboratories
BAP1 inh = blocks human BAP1 ubiquitin-AMC hydrolysis; Q92560; recombinant BAP1, Ub-AMC hydrolysis fluorescence kinetic; stronger effect = lower value; activity remaining (% of control), % at 20 µM; 0.48% of 72,000 active; AID 436;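 active means activity remaining at or below 50% of control, provided the compound also passes the data quality filters; inactive means the rest, including low values that fail the filters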;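 further: 100% = DMSO wells rate and 0% = substrate alone blank rate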
Target sequence (Q92560 whole entry, looked up): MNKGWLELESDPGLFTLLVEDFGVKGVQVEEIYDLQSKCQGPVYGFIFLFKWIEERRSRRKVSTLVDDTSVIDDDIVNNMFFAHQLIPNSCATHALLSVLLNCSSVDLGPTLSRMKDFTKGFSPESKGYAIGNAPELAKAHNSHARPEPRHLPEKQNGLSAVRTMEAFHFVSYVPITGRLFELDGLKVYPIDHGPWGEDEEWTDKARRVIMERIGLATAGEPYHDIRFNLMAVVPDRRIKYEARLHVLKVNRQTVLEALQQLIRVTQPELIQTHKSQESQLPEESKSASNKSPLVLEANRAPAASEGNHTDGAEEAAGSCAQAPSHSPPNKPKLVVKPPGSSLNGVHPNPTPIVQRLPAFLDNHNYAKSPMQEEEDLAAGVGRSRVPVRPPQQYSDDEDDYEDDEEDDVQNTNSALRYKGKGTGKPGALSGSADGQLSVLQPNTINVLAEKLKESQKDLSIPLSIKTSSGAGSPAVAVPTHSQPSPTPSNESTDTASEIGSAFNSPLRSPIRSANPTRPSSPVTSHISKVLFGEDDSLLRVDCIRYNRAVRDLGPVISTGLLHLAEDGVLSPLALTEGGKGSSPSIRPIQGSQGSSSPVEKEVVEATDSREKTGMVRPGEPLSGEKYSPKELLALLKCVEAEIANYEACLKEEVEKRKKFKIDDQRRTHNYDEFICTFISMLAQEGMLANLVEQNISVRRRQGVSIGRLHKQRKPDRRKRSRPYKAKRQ
HePTP inhibitor = human HePTP phosphatase inhibition. 0.64% of 110,000 active. recombinant HePTP phosphatase activity, OD absorbance. AID 521. inhibition, % at 20 µM. P35236; in the data active means inhibition above about 50%;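 further: plate controls were vehicle for no effect and reference inhibitor for full effect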
Target sequence (P35236 whole entry, looked up): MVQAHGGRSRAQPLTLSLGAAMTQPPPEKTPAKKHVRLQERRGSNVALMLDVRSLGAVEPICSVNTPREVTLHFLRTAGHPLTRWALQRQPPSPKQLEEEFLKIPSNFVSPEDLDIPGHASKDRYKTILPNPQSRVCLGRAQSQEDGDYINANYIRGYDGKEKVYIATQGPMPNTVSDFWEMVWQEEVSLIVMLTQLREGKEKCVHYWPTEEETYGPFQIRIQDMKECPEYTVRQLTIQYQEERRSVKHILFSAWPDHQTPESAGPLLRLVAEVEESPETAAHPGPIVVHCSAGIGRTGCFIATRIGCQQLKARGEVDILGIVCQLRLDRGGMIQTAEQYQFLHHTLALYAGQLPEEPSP
* hit, by the source's call; x = not tested or not shown; & = joins results of further samples.

no.	Structure	HePTP inhibitor	BAP1 inh
1	CCOc1ccccc1NC(=O)CN(Cc1ccccc1)S(=O)(=O)c1ccccc1	-7	x
2	CCOC(=O)C1=C(C)NC2=C(C(=O)CC(C)(C)C2)C1c1ccc(OC)c(OC)c1OC (stereo not drawn)	x	72
3	Cc1ccc(F)c(NC(=O)C2CC(=O)N(c3ccc(Cl)cc3)C2)c1 (stereo not drawn)	-6	x
4	CCCCOCCCNC(=O)c1ccccc1OCC	7	98
5	CC1(C)CC(N=C(c2ccccc2)c2ccc(O)cc2O)CC(C)(C)N1	6	x
6	CCOC(=O)C1=C(C)N=c2s/c(=C\c3cccc(OC)c3O)c(=O)n2C1c1ccccc1 (stereo not drawn)	6	x
7	Cc1cc(C)nc(NS(=O)(=O)c2cccs2)c1	4	103
8	Cc1cc(C)c2[nH]c(=O)c(C(c3nnnn3CC3CCCO3)N3CCC(C)CC3)cc2c1 (stereo not drawn)	5	59
9	COC(=O)CCC(=O)Nc1ccc(S(=O)(=O)N2CCCCCC2)cc1	-12	92
10	CCNC(=O)Nc1cc2nc(C)n(Cc3ccc(Br)cc3)c2nc1C	6	91
11	COCCNC(=O)c1ccc(N(C)S(=O)(=O)c2ccc(OC)c(OC)c2)cc1	-3	82
12	CCOc1ccccc1N=C1NC(=O)CS1	x	92
13	O=C1OCCC1Sc1nnc(-c2ccc3c(c2)OCO3)n1-c1ccccc1 (stereo not drawn)	7	112
14	CCOc1ccc(N(CC(=O)NCCCOC)S(C)(=O)=O)cc1	10&12	106
15	Cn1c(=O)[nH]c(=O)c2c1nc(CN1CCN(c3ccc(F)cc3)CC1)n2CCCc1ccccc1	7	103
16	COC(=O)C1=C(NC(=O)c2ccc(C)c(C)c2)CCS1	4	120
17	O=C(Cc1cccs1)N1CCCC(c2nc(-c3ccc(S(=O)(=O)N4CCCC4)cc3)no2)C1 (stereo not drawn)	0	91
18	CCOc1ccc(C2C3=C(CCCC3=O)Nc3nc(C(F)(F)F)nn32)cc1OC (stereo not drawn)	0	59
19	O=C(NC1CCSC1=O)c1ccc(-c2ccccc2)cc1 (stereo not drawn)	-6	x
20	COC(=O)c1c(NC(=O)c2c(C)noc2C)sc2c1CCCCCC2	4	x
21	CC1CC(Nc2ccccc2)c2ccccc2N1C(=O)COc1ccc(Cl)cc1 (stereo not drawn)	-2	57
22	COC(=O)c1cc(Br)c(=O)n(-c2cc(C)on2)c1	8	87
23	COc1cccc(/C=C2/C=C(c3ccc(C)cc3)OC2=O)c1OC(C)=O	2	x
24	CS(=O)(=O)c1ccc2nc(NC(=O)CN3CCCCCC3)sc2c1	2	83
25	OCCN1CCN(C(=S)c2ccc(Cl)cc2)CC1	14	124

Part of the list above in order of number of heavy atoms, descending:
no.	Structure	HePTP inhibitor	BAP1 inh
18	CCOc1ccc(C2C3=C(CCCC3=O)Nc3nc(C(F)(F)F)nn32)cc1OC (stereo not drawn)	0	59
5	CC1(C)CC(N=C(c2ccccc2)c2ccc(O)cc2O)CC(C)(C)N1	6	x
9	COC(=O)CCC(=O)Nc1ccc(S(=O)(=O)N2CCCCCC2)cc1	-12	92
7	Cc1cc(C)nc(NS(=O)(=O)c2cccs2)c1	4	103

Next part
no.	Structure	HePTP inhibitor	BAP1 inh
26	CCC(=O)N1CCCc2cc(S(=O)(=O)N3CCN(c4ccccn4)CC3)ccc21	10	94
27	NS(=O)(=O)c1cccc(C(=O)Nc2ccccc2)c1	6	x
28	Cc1cc(C)n(-c2c(F)c(F)c(CN3CCCCC3)c(F)c2F)n1	8	75
29	CCOc1cccc(N2C(=O)CC(N(CCc3ccc(OC)c(OC)c3)C(=O)CC)C2=O)c1 (stereo not drawn)	4	121
30	CCN(CC)C(=O)c1sc(NC(=O)c2ccc(OC)cc2)c(C(=O)OC)c1C	11	x
31	O=C(Nc1ccc(NC(=O)C2CC2)nc1)c1ccccn1	-9	x
32	CCCC(=O)Nc1cccc(NC(=O)COc2ccccc2C)c1	0	x
33	COC(=O)c1sccc1NC(=O)CN1CCN(c2ccc(F)cc2)CC1	2	144
34	CCOC(=O)C1=C(C)N=C2SCC(=O)N2C1c1ccc(F)cc1 (stereo not drawn)	10	x
35	O=C(CC1COc2ccccc2O1)NCc1ccccc1 (stereo not drawn)	5	54
36	Cc1ccc(Cl)cc1N1CCN(Cc2nc3c(c(=O)[nH]c(=O)n3C)n2CCc2ccccc2)CC1	x	55
37	COc1ccc(/C=C/C(=O)NCc2ccc(Cl)cc2Cl)cc1	8	x
38	COc1cc(/C=C2/N=C(c3ccccc3)OC2=O)cc(Cl)c1OC(C)=O	-3	x
39	COc1ccc(OCC(=O)NNC(=O)c2ccccc2C)cc1	3	x
40	O=[N+]([O-])c1ccc(N2CCCCC2)cc1NCCc1ccccc1	x	65
41	CN(Cc1nc2ccccc2c(=O)[nH]1)CC(O)COCc1ccco1 (stereo not drawn)	9	118
42	O=C(Nc1ccc(OC(F)(F)C(F)F)cc1)C(c1ccccc1)c1ccccc1	1	x
43	O=C(Nc1cccc2nsnc12)c1ccc(F)cc1	11	101
44	COc1ccc(S(=O)(=O)N(C)CC(=O)NCc2cccnc2)cc1	-8	113
45	CC(C)NC(=O)Cn1cnc2c1c(=O)n(C)c(=O)n2C	9	61
46	CN(C(=O)NS(=O)(=O)c1ccccc1Cl)c1nc(OCC(F)(F)F)nc(OCC(F)(F)F)n1	-5	x
47	Fc1ccc(Cn2nnc(-c3ccc(CN4CCOCC4)cc3)n2)cc1	-6	104
48	COc1ccc(S(=O)(=O)NCc2ccc3c(c2)OCO3)cc1[N+](=O)[O-]	9	x
49	Cc1ccc(-c2nc3ncccc3o2)cc1NC(=O)C1CCCCC1	5	x
50	Cc1c(NC(=O)CCCCCN2C(=O)C3C4C=CC(C4)C3C2=O)c(=O)n(-c2ccccc2)n1C (stereo not drawn)	6	99

Gathered by group, those above with a nitro group on carbon
no.	Structure	HePTP inhibitor	BAP1 inh
40	O=[N+]([O-])c1ccc(N2CCCCC2)cc1NCCc1ccccc1	x	65
48	COc1ccc(S(=O)(=O)NCc2ccc3c(c2)OCO3)cc1[N+](=O)[O-]	9	x

Next compounds:
no.	Structure	HePTP inhibitor	BAP1 inh
51	Cc1cc(NC(=O)c2ccc(Br)o2)no1	-9	x
52	Cc1cc(C(F)(F)F)nn1CC(=O)Nc1ccccc1C(F)(F)F	8	x
53	O=C(COC(=O)c1cccc([N+](=O)[O-])c1)c1ccc(Br)cc1	6	x
54	CC(=O)Oc1ccc(C(=O)Nc2ccc3c(c2)C(=O)N(c2ccccc2)C3=O)cc1	3	x
55	O=c1oc2cc(O)ccc2cc1-c1nnc(Nc2ccccc2F)s1	x	54
56	CC(C)CNC(=O)/C=C/c1ccccc1	5	x
57	CCN(CC)CCn1c(=S)[nH]c2cc3c(cc2c1=O)OCO3	3	110
58	COc1c(Cl)cc(C(=O)Nc2ccc(N3CCCCC3)cc2)cc1Cl	-10	x
59	CCC1Oc2ccc(C)cc2N(CC(=O)NCCc2ccc(OC)c(OC)c2)C1=O (stereo not drawn)	6	91
60	CCCn1c(C(O)c2ccc(OCC)cc2)nc2ccccc21 (stereo not drawn)	2	94
61	CCCCOCC(O)CSCCCC (stereo not drawn)	7	x
62	Cc1ccc(Cl)cc1N1CCN(Cc2nnnn2C2CCCCC2)CC1	9	76
63	O=c1[nH]cnc2nn(-c3ccccc3)nc12	10	x
64	O=C(C1CCCCC1)N(Cc1nc2sc3c(c2c(=O)[nH]1)CCCC3)Cc1cccs1	-6	x
65	COc1ccccc1CNC(=O)COC(=O)C1=COCCO1	-7	113
66	CCC(=O)c1cccc2c1N=CC1=C(CC(C)(C)CC1=O)N2	5	114
67	Cc1ccc(N2C(=O)NC(=O)/C(=C\c3ccc(I)cc3)C2=O)cc1	5	x
68	O=c1c2ccccc2c(/C=N/n2cnnc2)c(O)n1-c1ccccc1	4	84
69	CC(C)CN1C(=O)/C(=C/c2ccc(O)cc2)SC1=S	3	x
70	CCN(CC)S(=O)(=O)c1cc(C(=O)NC2CCCCC2)ccc1C	2&-6	93&128
71	CC1CN(CC(O)COc2ccc(C(=O)c3ccccc3)cc2)CC(C)O1 (stereo not drawn)	5	95
72	CCCCCN(C(=O)NC(=O)Nc1ccccc1OC)S(C)(=O)=O	6	97
73	COc1ccc(C2C(C#N)=C(N)Oc3c2sc2ccccc32)c2ccccc12 (stereo not drawn)	10	x
74	C=CCN1C(=O)/C(=C\c2ccccc2I)C(=O)NC1=S	1	x
75	NC(=O)C1C(c2ccccc2)=C1c1ccccc1	9	94

Compound profiles, as listed above.
Results for `NC(=O)C1C(c2ccccc2)=C1c1ccccc1` = HePTP inhibitor: 9; BAP1 inh: 94
Results for `COc1ccccc1CNC(=O)COC(=O)C1=COCCO1` = HePTP inhibitor: -7; BAP1 inh: 113

More results:
no.	Structure	HePTP inhibitor	BAP1 inh
76	CCS(=O)(=O)N1Cc2ccccc2CC1C(=O)OCC(=O)Nc1ccc(C)cc1 (stereo not drawn)	8	74
77	CC(=O)c1cccc(NC(=O)Cc2cccs2)c1	11&-8	75
78	CCn1c(C(O)c2ccc3c(c2)OCO3)nc2ccccc21 (stereo not drawn)	8	80
79	CC(=O)Nc1ccc(S(=O)(=O)NC(=O)C23CC4CC(CC(C4)C2)C3)cc1	-10&-20	89
80	COc1ccc(C(CNC(=O)c2cccnc2SC)N2CCOCC2)cc1 (stereo not drawn)	2	87
81	CCC(=O)c1cc2c(cc1NC(=O)C(C)C)OCCO2	5	104
82	CCOc1ccc(NC2=NC(C)(C)N=C(N)N2)cc1	0	95
83	COc1ccc(N2CCN(CCNS(=O)(=O)c3cccc4nsnc34)CC2)cc1	2	95
84	Cc1ccc2[nH]c(=O)c(CN(Cc3ccco3)S(=O)(=O)c3c(C)ccc4nsnc34)cc2c1	3	63
85	C(=N\Nc1ncnc2sc3c(c12)CCC3)/c1ccco1	-10	x
86	O=C(NCC(=O)N(Cc1cccs1)C(C(=O)NC1CCCC1)c1ccco1)c1cccs1 (stereo not drawn)	10	159
87	COCCNC(=O)CN(C(=O)CCC(=O)Nc1cc(C)on1)c1ccccc1C	3	99
88	CCN(CC)S(=O)(=O)c1ccc(C(=O)NCc2nnc(SCC(=O)OC)n2C)cc1	9	88
89	COc1cc(/C=c2\sc3nc4ccccc4n3c2=O)cc(Cl)c1OCCOc1ccc(Br)cc1	-2	x
90	CCOC(=O)N1CCN(C(=O)CSc2nc(-c3cccc(C)c3)ns2)CC1	6	105
91	COc1cc(/C=C2/SC(=S)N(c3ccccc3)C2=O)cc(Cl)c1OCc1ccccc1	6	x
92	CCc1c(C)c2ccc(O)c(CN(C)C)c2oc1=O	3	x
93	CN1CCN(S(=O)(=O)c2ccc3c4c(cccc24)C(=O)N3)CC1	5	95
94	c1ccc2c(c1)NC(CN1CCOCC1)CO2 (stereo not drawn)	0	x
95	Cc1c2cnn(-c3ccccc3)c(=O)c2c(C)n1CCCC(=O)N1CCN(C)CC1	10	101
96	COc1cc(Cl)cc(NC(=O)CCN2CCN(C)CC2)c1	3	113
97	CN(C)c1ccc(NC(=O)/C=C\C(=O)O)cc1	5	x
98	COc1cc(OC)cc(C(C)=O)c1	12	105
99	COc1ccc(/C=C2\SC(=O)N(CCC(=O)Nc3cccc(C)c3)C2=O)cc1OC	-1	x
100	COc1ccc(-c2cc(-c3cc(Cl)ccc3O)[nH]n2)cc1OC	1	x

Carrying on.
no.	Structure	HePTP inhibitor	BAP1 inh
101	COc1cccc(-c2nnc(-c3ccncc3)o2)c1	7	x
102	CC(C(=O)c1ccccc1)n1c(N2CCOCC2)nc2c1c(=O)n(C)c(=O)n2C (stereo not drawn)	1	99
103	O=C(O)c1ccccc1-c1ccccc1C(=O)N1CCCCC1	2	x
104	O=C(c1cc(-c2ccccc2Cl)nc2ccccc12)N1CCN(c2ccc(F)cc2)CC1	-20	x
105	Cc1csc(NC(=O)c2cc3c(s2)-c2ccccc2OC3)n1	14	40*
106	CC1=C(C(N)=O)C(c2ccc3c(c2)OCO3)n2nc(-c3cccc(C)c3)nc2N1 (stereo not drawn)	2	102
107	CCOC(=O)CSc1nnc([C@H](Cc2ccccc2)NC(=O)OC(C)(C)C)o1	-4	95
108	C/C(=C\c1ccc(Cl)cc1)C(=O)c1c(C)cc(C)[nH]c1=O	-18	x
109	COCCN1C(=O)C(=O)/C(=C(/O)c2ccccc2)C1c1ccccc1Cl (stereo not drawn)	2	x
110	COc1ccc(NC2=CC(c3cccc([N+](=O)[O-])c3)N(c3ccc(OC)cc3)C2=O)cc1 (stereo not drawn)	6	x
111	CC(=O)c1cccc(N2C(=O)c3ccc(Oc4ccc([N+](=O)[O-])cc4)cc3C2=O)c1	1	x
112	COc1ccc(C(=O)N2CCN(Cc3cccnc3)CC2)cc1OC	4	x
113	Cn1c(SCC(=O)N2CCOCC2)nc2sc3c(c2c1=O)CCCC3	4	124
114	CN(C)c1ccc(-c2nnn(CC(=O)Nc3ccccc3N3CCOCC3)n2)cc1	0	55
115	O=C(NNC(=O)c1cc2ccccc2oc1=O)c1ccccc1	6	x
116	CCOC(=O)CC(NS(=O)(=O)c1ccc(NC(C)=O)cc1)c1ccc(OCC)cc1 (stereo not drawn)	10	104
117	CC(=O)N1CCN(c2ccc(Oc3nc(-c4ccccc4)nc4ccccc34)cc2)CC1	6	149
118	Cc1ccc(NS(=O)(=O)c2ccc(C)c(C(=O)N3CCN(C)CC3)c2)cc1	-6	101
119	CC(=O)c1ccc(Oc2ccc(C(C)=O)cc2)cc1	6	x
120	COc1cccc(-c2nc3cc(NC(=O)Cc4ccccc4)ccc3o2)c1	9	x
121	CCc1cc2c(=O)c(-c3cscn3)coc2cc1OC(C)=O	x	123
122	COc1ccc(S(=O)(=O)N(CCc2ccccc2)CC(=O)Nc2ccc(C)cc2C)cc1	-14	x
123	CCOC(=O)C1=C(C)N=c2s/c(=C\c3ccc(OC)cc3)c(=O)n2C1c1ccc(Cl)cc1 (stereo not drawn)	-4	x
